Screening data: PubChem, National Center for Advancing Translational Sciences (NCATS)
Integrin act MD = activates integrin-mediated alleviation for muscular dystrophy; actives 0.064% (n = 350,000); Potency, µM (highest dose often 38.3 µM), for inactives: top-dose activation, hits mostly activators; AID 624291; alpha7betagal myoblasts, beta-gal FDG fluorescence, 48 h;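 note: potency is the fitted concentration of half-maximal effect; 100% = response of the positive control SU9516; nearly all actives have a fitted effect of over 60% in size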
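alpha7betagal+/- myoblasts (passage 13, 250/well) treated 48 h at 37C with compounds at 1:260 dilution of DMSO stock. Lysed, then beta-galactosidase activity read as FDG fluorescence (ex 480/em 540) after 30 min, with pre-read for autofluorescence.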
Mito fusion yeast = inhibitors of mitochondrial division or activators of mitochondrial fusion; S. cerevisiae fusion-defective mutant growth rescue, CellTiterGlo 48 h; actives 0.23% (n = 320,000); Potency, µM (highest dose often 46.1 µM), for the others: top-dose growth rescue (activation), hits mostly activators;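 note: potency is the fitted concentration of half-maximal effect; % of control where 0% means no effect; nearly all actives have a fitted effect of over 45% in size; temperature-sensitive fusion mutants such as fzo1-1 at 37 °C on non-fermentable ethanol glycerol medium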
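Luminescent cell viability in 1536-well qHTS format served as the measure of rescued growth in ts fusion-mutant S. cerevisiae cultured on non-fermentable YPEG for 48 hours at 37C.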
PTAP TSG101 blk = blocks PTAP/TSG101 interaction to inhibit HIV-1 budding | Q99816 | Fluorescence polarization, FITC-PTAP peptide / Tsg101 binding | Potency, µM (highest dose often 115 µM), inactives show at the highest dose activity change, negative = inhibition, actives largely listed as inhibitors | 340,000 tested, under 10 active; active = well fitted inhibition curve with a large enough effect in the main read-out, with a control signal flat, not every such curve was filed as active; inconclusive = small, poorly fitted or top-dose-only effect, or effect the other way, or a change in a side signal; inactive = no such curve, though single readings can be large or run the other way; note: potency is the fitted concentration of half-maximal effect; % of control where 0% means no effect
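Tsg101 binding domain (10 uM final) was mixed with compound and a FITC-labeled PTAP peptide (50 nM final) in HEPES pH 7.5 buffer with NaCl, Tween 20, EDTA and TCEP; fluorescence polarization was read after 20 min at r.t.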
MLL CXXC-DNA inh = MLL CXXC-DNA interaction inhibition; AID 2662; actives 0.037% (n = 290,000); Potency, µM (doses to about 115 µM), for the others: at the highest dose activity change, negative = inhibition, actives largely listed as inhibitors; MLL-CXXC / FITC-HOXA9 DNA fluorescence polarization; Q03164; active = well fitted inhibition curve with a large enough effect in the polarisation, with a control signal flat, not every such curve was filed as active; inconclusive = small, poorly fitted or top-dose-only effect, or effect the other way, or a change in a side signal; inactive = no such curve, though single readings can be large or run the other way; the % refers to the polarisation; note: potency is the fitted concentration of half-maximal effect
Target sequence (Q03164 whole entry, looked up): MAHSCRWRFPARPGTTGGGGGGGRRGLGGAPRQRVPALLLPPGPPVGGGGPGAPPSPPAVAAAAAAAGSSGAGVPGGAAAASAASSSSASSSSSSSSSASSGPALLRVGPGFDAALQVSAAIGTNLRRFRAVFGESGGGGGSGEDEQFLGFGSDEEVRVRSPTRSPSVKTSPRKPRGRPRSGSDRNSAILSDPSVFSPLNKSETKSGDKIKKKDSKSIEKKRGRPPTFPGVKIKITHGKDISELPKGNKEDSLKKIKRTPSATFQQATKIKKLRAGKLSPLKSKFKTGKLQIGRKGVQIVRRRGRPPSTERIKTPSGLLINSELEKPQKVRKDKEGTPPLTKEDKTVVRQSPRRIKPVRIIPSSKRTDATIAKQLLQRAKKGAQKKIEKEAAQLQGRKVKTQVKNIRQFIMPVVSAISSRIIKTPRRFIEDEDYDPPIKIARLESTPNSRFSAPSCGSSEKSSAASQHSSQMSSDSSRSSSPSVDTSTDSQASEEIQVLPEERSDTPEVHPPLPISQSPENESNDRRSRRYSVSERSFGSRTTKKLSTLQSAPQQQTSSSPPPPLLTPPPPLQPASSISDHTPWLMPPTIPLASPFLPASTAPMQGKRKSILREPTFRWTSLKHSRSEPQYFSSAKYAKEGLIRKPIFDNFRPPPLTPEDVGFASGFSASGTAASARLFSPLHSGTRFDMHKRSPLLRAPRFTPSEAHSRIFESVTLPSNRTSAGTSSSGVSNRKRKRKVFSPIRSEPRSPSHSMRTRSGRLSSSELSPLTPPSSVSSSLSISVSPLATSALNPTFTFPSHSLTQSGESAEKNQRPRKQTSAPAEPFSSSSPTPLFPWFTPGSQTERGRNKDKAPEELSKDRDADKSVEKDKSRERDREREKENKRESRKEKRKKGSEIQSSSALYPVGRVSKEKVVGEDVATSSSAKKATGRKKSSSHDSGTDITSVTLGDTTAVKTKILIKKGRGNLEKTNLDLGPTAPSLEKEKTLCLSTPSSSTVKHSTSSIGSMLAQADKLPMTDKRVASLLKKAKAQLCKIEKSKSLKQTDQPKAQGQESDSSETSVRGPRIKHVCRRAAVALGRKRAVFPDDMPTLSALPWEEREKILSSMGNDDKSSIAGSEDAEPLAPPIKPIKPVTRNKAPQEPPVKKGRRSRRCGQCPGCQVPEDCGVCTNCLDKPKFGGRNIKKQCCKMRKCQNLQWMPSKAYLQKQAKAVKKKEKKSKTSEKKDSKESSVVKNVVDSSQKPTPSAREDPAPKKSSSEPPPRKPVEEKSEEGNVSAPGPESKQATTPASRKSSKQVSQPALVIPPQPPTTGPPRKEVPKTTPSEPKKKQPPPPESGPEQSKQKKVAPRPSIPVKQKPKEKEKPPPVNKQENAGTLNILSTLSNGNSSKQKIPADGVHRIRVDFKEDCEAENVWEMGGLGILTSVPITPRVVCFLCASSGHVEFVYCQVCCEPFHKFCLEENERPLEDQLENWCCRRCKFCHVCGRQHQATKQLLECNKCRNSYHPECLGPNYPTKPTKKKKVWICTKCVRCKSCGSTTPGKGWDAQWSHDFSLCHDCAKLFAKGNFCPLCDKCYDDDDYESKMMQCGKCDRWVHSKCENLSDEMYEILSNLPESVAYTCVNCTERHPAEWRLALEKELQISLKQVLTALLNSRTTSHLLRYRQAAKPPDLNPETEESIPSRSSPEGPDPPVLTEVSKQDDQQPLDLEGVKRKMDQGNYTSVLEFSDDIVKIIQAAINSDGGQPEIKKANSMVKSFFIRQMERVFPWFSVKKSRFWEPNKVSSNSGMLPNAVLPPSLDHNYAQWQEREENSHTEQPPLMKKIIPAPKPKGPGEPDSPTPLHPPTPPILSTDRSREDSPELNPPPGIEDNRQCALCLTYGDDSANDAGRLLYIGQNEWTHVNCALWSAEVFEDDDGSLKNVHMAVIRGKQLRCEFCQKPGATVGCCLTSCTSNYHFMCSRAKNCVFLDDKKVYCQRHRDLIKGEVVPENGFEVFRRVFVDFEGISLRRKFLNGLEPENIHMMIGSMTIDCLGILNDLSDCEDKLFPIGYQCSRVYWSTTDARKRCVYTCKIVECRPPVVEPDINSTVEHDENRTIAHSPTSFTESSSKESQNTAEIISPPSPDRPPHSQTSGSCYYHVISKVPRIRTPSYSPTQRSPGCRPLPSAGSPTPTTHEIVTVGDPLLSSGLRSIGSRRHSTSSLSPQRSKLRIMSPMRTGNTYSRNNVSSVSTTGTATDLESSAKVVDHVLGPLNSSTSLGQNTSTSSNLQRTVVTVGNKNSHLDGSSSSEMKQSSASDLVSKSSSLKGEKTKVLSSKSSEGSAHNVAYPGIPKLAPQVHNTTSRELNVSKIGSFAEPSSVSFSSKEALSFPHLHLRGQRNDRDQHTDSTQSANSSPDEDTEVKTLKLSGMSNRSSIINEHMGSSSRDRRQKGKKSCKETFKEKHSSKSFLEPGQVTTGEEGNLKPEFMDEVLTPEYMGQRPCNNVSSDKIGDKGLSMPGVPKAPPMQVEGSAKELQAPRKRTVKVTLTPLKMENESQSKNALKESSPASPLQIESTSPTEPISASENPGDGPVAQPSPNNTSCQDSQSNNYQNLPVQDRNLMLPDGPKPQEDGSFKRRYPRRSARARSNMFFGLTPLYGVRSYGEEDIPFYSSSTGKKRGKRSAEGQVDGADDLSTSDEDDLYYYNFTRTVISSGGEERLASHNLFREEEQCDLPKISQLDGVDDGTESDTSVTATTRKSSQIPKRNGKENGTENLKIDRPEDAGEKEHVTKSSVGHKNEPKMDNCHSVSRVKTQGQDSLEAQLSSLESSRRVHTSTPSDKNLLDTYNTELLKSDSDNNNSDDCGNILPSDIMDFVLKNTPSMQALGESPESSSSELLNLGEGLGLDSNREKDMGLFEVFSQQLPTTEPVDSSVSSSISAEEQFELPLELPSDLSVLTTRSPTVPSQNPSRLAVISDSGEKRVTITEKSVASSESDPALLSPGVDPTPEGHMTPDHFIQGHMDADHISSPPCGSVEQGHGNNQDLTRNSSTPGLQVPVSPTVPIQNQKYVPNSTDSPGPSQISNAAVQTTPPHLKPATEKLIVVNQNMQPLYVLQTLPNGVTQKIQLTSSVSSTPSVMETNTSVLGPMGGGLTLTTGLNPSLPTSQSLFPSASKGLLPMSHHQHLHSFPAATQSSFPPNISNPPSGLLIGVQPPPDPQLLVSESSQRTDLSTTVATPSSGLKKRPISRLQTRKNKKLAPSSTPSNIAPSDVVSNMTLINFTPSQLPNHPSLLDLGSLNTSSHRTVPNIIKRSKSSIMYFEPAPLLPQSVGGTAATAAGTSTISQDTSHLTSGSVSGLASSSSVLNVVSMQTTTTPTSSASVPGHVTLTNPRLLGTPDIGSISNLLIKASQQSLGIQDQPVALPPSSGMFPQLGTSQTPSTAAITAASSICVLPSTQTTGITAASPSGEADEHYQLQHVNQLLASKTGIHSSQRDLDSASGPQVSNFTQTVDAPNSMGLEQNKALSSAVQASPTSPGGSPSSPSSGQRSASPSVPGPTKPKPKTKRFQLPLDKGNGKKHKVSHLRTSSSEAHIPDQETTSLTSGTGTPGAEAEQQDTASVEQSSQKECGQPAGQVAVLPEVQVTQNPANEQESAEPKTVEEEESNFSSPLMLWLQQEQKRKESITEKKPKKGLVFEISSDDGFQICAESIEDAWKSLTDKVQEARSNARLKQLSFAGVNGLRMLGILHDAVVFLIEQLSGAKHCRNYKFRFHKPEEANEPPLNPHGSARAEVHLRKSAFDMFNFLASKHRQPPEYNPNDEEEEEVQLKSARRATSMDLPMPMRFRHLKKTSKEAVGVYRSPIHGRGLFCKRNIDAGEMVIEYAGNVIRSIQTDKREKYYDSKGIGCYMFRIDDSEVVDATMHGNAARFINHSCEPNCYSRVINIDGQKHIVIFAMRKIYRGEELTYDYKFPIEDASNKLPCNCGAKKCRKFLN
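Purified MLL-CXXC (added from a 7 uM solution) was preincubated 5 min at ambient with pinned compounds in 50 mM Tris-HCl pH 7.5, 50 mM NaCl, 1 mM DTT, 0.05% BSA. Fluorescein-labeled HOX-A9 DNA (50 nM solution) followed, 30 min, then polarization read.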
Menin-MLL TR inh = displaces Texas Red mutant MLL peptide from human menin; actives 0.23% (n = 270,000); Menin + Texas Red MLL mutant peptide, fluorescence polarization; AID 1768; Potency, µM (highest dose often 61.6 µM), without a hit: at the top dose FP activity change, negative = inhibition, actives largely listed as inhibitors; O00255; active = well fitted inhibition curve with a large enough effect in the polarisation, with a control signal flat, not every such curve was filed as active; inconclusive = small, poorly fitted or top-dose-only effect, or effect the other way, or a change in a side signal; inactive = no such curve, though single readings can be large or run the other way; the % refers to the polarisation; note: potency is the fitted concentration of half-maximal effect; % of control where 0% means no effect; many of its hits are not listed in these tables
AT treatment = potential ataxia-telangiectasia treatment. Potency, µM (highest dose often 57.5 µM), for the others: at the top dose activation, actives largely listed as activators. AID 485349. actives 0.19% (n = 320,000). […] A-T fibroblasts, KAP-1 phosphorylation AlphaLISA; neocarzinostatin DNA damage 30 min before lysis; note: potency is the fitted concentration of half-maximal effect; % of control where 0% means no effect; nearly all actives have a fitted effect of over 45% in size
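ATM-like activity read as KAP-1 phosphorylation via AlphaLISA donor/acceptor antibody pairs after lysis and 6 hr at 25C. Cells were ATM-null patient fibroblasts ([…], hTERT), dosed 60 min, then exposed to the DSB inducer NCS for 30 min.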
TCR act = activators of T cell receptors; primary human leukocytes, anti-CD3, IL-2 HTRF, 48 h; Potency, µM (top dose mostly 9.22 µM), for the others: top-dose activation of IL-2 secretion, usual class: activators; 330,000 tested, under 10 active; AID 504894; note: % of control where 0% means no effect
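TCR engagement came from a-CD3 beads alone, with compounds added to primary human leukocytes for 48 hr. Secreted IL-2 bridged europium cryptate- and d2-labelled anti-IL-2 antibodies, giving FRET emission at 665nm after 320nm excitation.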
MBNL1-CUG inh = MBNL1-poly(CUG) RNA binding inhibition; AID 2675; Potency, µM (top dose mostly 57.5 µM), inactives show top-dose activity change, negative = inhibition, hits mostly inhibitors; TR-FRET MBNL1-His/biotin-(CUG)12 binding, 665/545 ratio; actives 0.036% (n = 280,000); active = well fitted inhibition curve with a large enough effect in the signal ratio, with a control signal flat, not every such curve was filed as active; inconclusive = small, poorly fitted or top-dose-only effect, or effect the other way, or a change in a side signal; inactive = no such curve, though single readings can be large or run the other way; the % refers to the signal ratio; note: potency is the fitted concentration of half-maximal effect; % is set by controls: 0 for no effect and ±100 for the full control effect
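Inhibition of protein-RNA binding appears as loss of TR-FRET between terbium anti-His antibody on MBNL1-His and streptavidin-XL665 on biotin-(CUG)12. Activity is normalized to buffer-only and uninhibited-complex controls.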
ASM inhibitor = inhibitors of human secretory acid sphingomyelinase; P17405; placental ASM, HMU-PC fluorogenic substrate, 60 min; Potency, µM (highest dose often 57.5 µM), for the others: top-dose activity change, negative = inhibition, hits mostly inhibitors; actives 0.006% (n = 340,000); AID 504937; note: potency is the fitted concentration of half-maximal effect
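qHTS format. ASM enzyme prepared from human placenta hydrolyses the fluorogenic substrate HMU-PC0 (9 uM final) over 60 min at 37 °C after a 10 min compound preincubation.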
TSHR antagonist = antagonists of human thyroid stimulating hormone receptor. TSHR-expressing cells, TSH-stimulated cAMP HTRF, 2 h; stronger effect = lower value. activity change, negative = inhibition, % at 11.5 µM. actives 0.2% (n = 330,000);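 active = activity change below a set negative limit, meaning inhibition stronger than a set level, cut at about -70% in these data; inconclusive = activity change between two set negative limits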; note: % is set by controls: 0 for no effect and ±100 for the full control effect
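Competitive HTRF cAMP read-out (cryptate anti-cAMP antibody, cAMP-d2; 30 min, room temperature) in freshly harvested TSHR cells. Compounds added before TSH at EC80 (4nM final), followed by 2 hours' incubation at 37 deg C.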
* = called active by the depositor; u = inconclusive; x = no result given; [ ] = another dose, or the depositor's remark. Unless noted, calls come from the whole dose curve; as a rule, active = well fitted curve in the direction sought with a large enough effect; inconclusive = small, poorly fitted or top-dose-only effect, or another doubt; inactive = no such curve, though single readings can be large; an effect the other way counts as inactive or inconclusive.

#	mol	ASM inhibitor	Integrin act MD	MBNL1-CUG inh	Menin-MLL TR inh	PTAP TSG101 blk	TSHR antagonist	Mito fusion yeast	TCR act	MLL CXXC-DNA inh	AT treatment
1	CCOC(=O)C(=CNc1cc(OC)ccc1-n1cccc1)C(=O)OCC	10%	-52%[inhibitor]	-12%	x	-2%	-10	7%	-8%	4%	3%
2	CCOC(=O)[C@@H]1[C@H]2COc3ccc(Br)cc3[C@@H]2N2C(=O)N(c3cccc(F)c3)C(=O)[C@@]12C	-2%	-5%	-14%	13%	-3%	-4	6%	9%	8%	10%
3	COC(=O)c1ccc([N+](=O)[O-])c(CS(=O)(=O)c2ccc(Cl)cc2)c1	0%	-13%	u	17%	-3%	-7	1%	0%	4%	0%
4	O=C(COC(=O)CCS(=O)(=O)c1ccccc1)NC(=O)c1ccc(OC(F)F)cc1	2%	-9%	x	x	1%	6	-3%	4%	x	-1%
5	COc1ccc(-n2nnc3c(SCC(=O)N4CCCc5ccccc54)ncnc32)cc1	-4%	8%	x	x	-3%	x	x	3%	x	x
6	COc1cc(NC(=O)c2ccccc2NS(=O)(=O)c2ccc(Cl)s2)cc(OC)c1	-3%	-58%[inhibitor]	-15%	u	-1%	-76*	-11%	1%[46.1 µM]	0%	3%
7	CNC(=S)Nc1ccc2nc(C)oc2c1	-1%	26%	0%	1%	-7%	-5	-6%	-4%	-12%	5%
8	CC(=O)Nc1ccc(NC(=O)c2c([N+](=O)[O-])cnn2C)cc1	-1%	-8%	u	-15%	0%	46	0%	-3%	3%	-2%
9	COc1cccc(OCc2cc(C(=O)N3CCN(C4CCCCC4)C(=O)C3)no2)c1	-2%	-5%	-1%	-11%	-5%	-11	-8%	-6%	27%	5%
10	Cc1ccc(S(=O)(=O)CCC(=O)NCCN2C(=O)S/C(=C\c3ccccc3)C2=O)cc1	-3%	-23%	u	-6%	-2%	-3	8%	-2%[46.1 µM]	-16%	8%
11	CCOc1ncccc1C(=O)Nc1nc(SC)ns1	-1%	18%	7%	14%	-1%	-3	3%	3%	-2%	4%
12	C=CCCC(=O)N(C)CCO	2%	-9%	x	x	-2%	6	1%	-4%	x	18%
13	Cc1oc(-c2ccccc2F)nc1CN1CCC(C(=O)NCc2cccs2)CC1	7%	0%	-9%	-1%	-10%	6	-7%	2%	-10%	x
14	Cc1cc(C(=O)OC(C(=O)Nc2ccc(C)c(Cl)c2)c2ccccc2)c(C)o1 (stereo not drawn)	-6%	14%	-5%	-4%	0%	-14	18%	-11%[46.1 µM]	4%	7%
15	O=c1c2c(-c3ccccc3)csc2nc2n1CCC2	1%	-4%	-7%	22%	-6%	-11	14%	-1%	7%	-1%
16	O=C(Cn1nnc(-c2cccs2)n1)OC1CCCCC1	2%	-6%[7.66 µM]	-3%	8%	-6%	-20	1%	-5%	1%	7%
17	COc1ccc(-n2nnc3c(=O)n(CC(=O)Nc4cc(C)on4)cnc32)cc1OC	3%	0%	7%	-13%	-5%	0	-2%	5%	9%	2%
18	C[C@]12CC[C@@H]3c4ccc(O)cc4C(=O)C[C@H]3[C@@H]1CC[C@@H]2O	1%	x	12%	-7%	1%	-20	27%	5%	7%	x
19	O=C(C(=O)N1CCOCC1)c1cn(CCOc2ccccc2)c2ccccc12	0%	-11%	-5%	-4%	-5%	-24	1%	1%	10%	10%
20	S=C(NCc1ccccc1)NC1CCSc2ccccc21 (stereo not drawn)	-2%	-20%	4%	x	2%	-4	0%	3%	1%	-2%
21	O=C(CSc1nnnn1-c1ccccc1)Nc1ccc(N2CCOCC2)cc1	4%	18%	6%	-17%	1%	0	14%	8%	8%	-2%
22	CC(C)(C)N(Cc1ccccc1)C(=O)COC(=O)CN1C(=O)NC2(CCCC2)C1=O	0%	-10%	0%	-3%	-1%	7	0%	-5%	-6%	-6%
23	C#Cc1ccc([C@@H]2C=C(C(=O)N3CCOCC3)O[C@H](OCCCCO)C2)cc1	0%	15%	-1%	-8%	-1%	-5	-3%	2%	u	-2%
24	O=C(O)CCCN1C(=O)c2ccc(Oc3cccc([N+](=O)[O-])c3)cc2C1=O	3%	-14%	u	0%	1%	2	-5%	0%	9%	3%
25	CC(C)(C)c1cc(CCC(=O)NCc2ccccn2)cc(C(C)(C)C)c1O	-3%	-22%	-2%	x	x	6	3%	-21%	-4%	4%
26	CCOc1ccc(CCNC(=O)c2cccc(C#N)c2)cc1OCC	1%	10%	5%	1%	-1%	1	-4%	2%	-7%	-5%
27	CCCNC(=O)c1ccc(N2CCC3(CC2)CC(c2ccccc2)=NO3)c(NC(=O)c2cccc(C)c2)c1	-13%	-15%	5%	0%	-4%	6	0%	0%	13%	-16%
28	CCc1cc(=O)oc2cc(C)cc(OCC(=O)NCC(O)c3ccccc3)c12 (stereo not drawn)	1%	-5%	-2%	-2%	-8%	7	-5%	5%	-6%	3%
29	CC1(C)[C@H]2CC[C@]1(C)[C@@H](OC(=O)C[N+]1(C)CCOCC1)C2	1%	16%	x	x	-1%	7	2%	-6%	-4%	-4%
30	CC(=O)c1ccc(-n2nnnc2SCC(=O)NC2CCCCC2)cc1	0%	-20%	-1%	0%	-4%	-10	6%	-1%	-6%	1%
31	Cc1cc(OCC(F)(F)C(F)(F)C(F)(F)C(F)(F)C(F)(F)C(F)F)nc(N)n1	-1%	-13%	-8%	-19%	-8%	-9	-4%	-1%	-1%	-6%
32	CC(C)c1ccc(-c2nn[nH]n2)cc1	3%	4%	-18%	-4%	-3%	21	1%	-1%	5%	6%
33	Cn1c(=O)cc(OCCCC(=O)Nc2ccccn2)c2ccccc21	0%	19%	5%	28%	-7%	4	-2%	4%	-4%	-11%
34	COc1ccc(CC(=O)Nc2cccc(C(=O)O)c2C)cc1	3%	29%	-3%	-9%	1%	8	0%	-4%	8%	0%
35	COc1ccc(C2=NOC(CNC(N)=S)C2)cc1 (stereo not drawn)	1%	-3%	5%	25%	-1%	0	u	-2%	-5%	-2%
36	Cn1ncc(Br)c1C(=O)NC1CCCCC1	4%	20%	-1%	3%	-1%	-1	7%	-2%	19%	-3%
37	CC1(C(=O)N(CC(=O)NC2CCCC2)C2CCCC2)CC(=O)N=C2C=CC=CN21 (stereo not drawn)	25%	24%	7%	-2%	x	7	2%	x	-8%	7%
38	Cc1ccc2c(c1)c(=O)c1c3n2CCN(C(=O)CCl)C3CC1 (stereo not drawn)	44%[activator]	0%	u	u	-5%	20	-7%	8%	6%	-2%
39	O=C(Nc1ccccc1)C1CCCN(C(=O)c2ccc(F)cc2)C1 (stereo not drawn)	2%	-37%	x	x	-3%	-11	1%	-2%	x	-1%
40	CCOc1cc(/C=C2\N=C(SC(C)C(N)=O)N(c3ccc(OC(F)F)cc3)C2=O)ccc1O (stereo not drawn)	-18%	-21%	u	x	20%	-7	0%	-2%	u	16%
41	C/C(=N\NC(=O)c1ccccn1)C12CC3CC(CC(C3)C1)C2	2%	15%	-8%	u	-3%	9	0%	x	1%	-2%
42	COc1ccccc1N(C(=O)CNS(=O)(=O)c1ccccc1)C(C(=O)NCc1ccco1)C(C)C (stereo not drawn)	0%	-9%	7%	-2%	-1%	20	1%	2%	-13%	x
43	CC(NC(=O)NCC1CCCO1)(C(F)(F)F)C(F)(F)F (stereo not drawn)	0%	-14%	1%	1%	0%	1	-3%	4%	-3%	-1%
44	CCOc1ccc(NC(=O)C2=C(C)NC(=S)NC2c2ccc(O)c(OC)c2)cc1 (stereo not drawn)	1%	-17%	0%	3%	-1%	-1	-4%	-1%[46.1 µM]	4%	-10%
45	Cc1onc(-c2ccccc2)c1C(=O)N1CCC(C)CC1	2%	6%	3%	0%	-8%	-1	0%	0%[46.1 µM]	2%	2%
46	O=C(Nc1cccc(O)c1)c1c(O)c2ccccc2[nH]c1=O	-1%	-17%	-6%	u	-4%	2	-6%	11%	60%[activator]	0%
47	CC(C)CNC(=S)NNC(=O)CC(C)O (stereo not drawn)	3%	-2%	2%	-11%	-6%	-7	-2%	-2%	8%	1%
48	CCOC(=O)C1=C(c2ccccc2)Nc2ncnn2C1c1cc(OC)cc(OC)c1OC (stereo not drawn)	3%	4%	2%	2%	-4%	1	0%	3%	12%	0%

Some of the compounds tested; the hit share may differ from the screen's.
